# KCNQ2 block: KCNQ2 potassium channel inhibitors, primary screen, cell-based, CHO-K1, FluxOR thallium flux, B-score (AID 2156). actives 1.1% (n = 310,000). 20 min; active compounds read low. O88943. B-score at 10 µM;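 active = fluorescence ratio B-score at most minus 3 library SDs, with starting brightness B-score within 2 library SDs, cut at about -5.5 in these data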
# Target sequence (O88943 whole entry, looked up): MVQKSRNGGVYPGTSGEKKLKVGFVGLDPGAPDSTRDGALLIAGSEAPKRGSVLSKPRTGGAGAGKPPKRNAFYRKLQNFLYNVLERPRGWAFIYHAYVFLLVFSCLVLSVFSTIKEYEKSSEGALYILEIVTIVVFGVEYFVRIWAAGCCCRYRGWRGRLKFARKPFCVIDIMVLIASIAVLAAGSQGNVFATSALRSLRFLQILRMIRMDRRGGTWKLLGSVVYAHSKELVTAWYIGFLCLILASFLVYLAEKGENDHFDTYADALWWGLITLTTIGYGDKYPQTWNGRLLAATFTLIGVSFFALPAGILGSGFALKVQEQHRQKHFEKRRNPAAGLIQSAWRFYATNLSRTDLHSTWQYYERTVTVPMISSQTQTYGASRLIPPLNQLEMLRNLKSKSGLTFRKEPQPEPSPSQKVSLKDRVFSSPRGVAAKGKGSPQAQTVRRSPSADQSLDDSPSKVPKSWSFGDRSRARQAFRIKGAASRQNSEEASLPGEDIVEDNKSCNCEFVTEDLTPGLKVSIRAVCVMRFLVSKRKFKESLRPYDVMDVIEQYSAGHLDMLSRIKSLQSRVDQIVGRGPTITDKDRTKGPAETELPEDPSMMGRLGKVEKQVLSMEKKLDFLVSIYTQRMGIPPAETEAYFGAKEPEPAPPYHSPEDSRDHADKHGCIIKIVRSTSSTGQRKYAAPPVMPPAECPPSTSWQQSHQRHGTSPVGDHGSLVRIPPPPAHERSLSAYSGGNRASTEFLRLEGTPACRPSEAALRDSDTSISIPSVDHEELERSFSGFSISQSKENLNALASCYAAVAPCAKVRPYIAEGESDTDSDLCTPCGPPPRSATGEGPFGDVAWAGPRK
# Numbers without * were called inactive; i = inactive. The list is partial, so the mix of outcomes need not match the whole.
no.	SMILES	KCNQ2 block
1	CCOP(=O)(OCC)C(Nc1cccc(C(F)(F)F)c1)c1ccc(Br)cc1 (centres undefined)	i
2	O=C(Nc1nnc(SCc2ccc(F)cc2)s1)c1ccc2ncsc2c1	i
3	CN(C)c1ccc(C(c2nnnn2C(C)(C)C)N2CCc3ccccc3C2)cc1 (centres undefined)	i
4	Cn1ncc([N+](=O)[O-])c1C(=O)N1CCCCCC1	i
5	O=C(O)CSc1cc(C(=O)c2ccccc2O)cn2c(=O)c3c4c(sc3nc12)CCCC4	i
6	Cc1ccc(/C=N/NC(=O)c2cc3c(ccc4ccccc43)o2)o1	i
7	CCC(=O)Nc1cccc(NC(C)=O)c1	i
8	O=C(O)c1cccc(NC(=S)N/N=C/c2ccccc2OCc2cccc(Br)c2)c1	i
9	CCOC(=O)c1ccccc1NC(=O)CN1C(=O)CCS(=O)(=O)c2ccccc21	i
10	CC1(C)Cc2c(c(N3CCCCC3)[nH]c(=S)c2C#N)CS1	i
11	BrC(=C\c1ccccc1)/C=N/n1cnnc1	i
12	CC(C)n1c(SCC(N)=O)nc2c1c(=O)[nH]c(=O)n2C	i
13	Cc1ccc2[nH]c3c(c2c1)CN(C(=O)CN1CCN(c2ccccc2F)CC1)CC3	i
14	COC(C[C@@H]1O[C@H]1[C@@H](O)[C@@H](C)OCc1ccccc1)OC	i
15	COc1cc(NC(=O)c2ncn[nH]2)cc(OC)c1OC	i
16	Cc1nnc(SCCn2c(N3CC(C)CC(C)C3)nc3c2c(=O)n(C)c(=O)n3C)s1 (centres undefined)	i
17	COc1cccc(CN2CC(C(=O)N(C)Cc3nc(C)cs3)CCC2=O)c1 (centres undefined)	i
18	C#CCOCCOCCOCCNc1nc(N2CCN(C(=O)[C@H](CCC(=O)O)n3cc(C(N)CO)nn3)CC2)nc(N2CCN(C(=O)[C@H](CCCCN)n3cc(C(N)[C@H](C)CC)nn3)CC2)n1 (some centres undefined)	i
19	CC(C)NC(=O)CSc1nc(-c2ccccc2)cs1	i
20	COc1ccc(N=C2S/C(=C\c3ccc(OCC(=O)O)cc3)C(=O)N2CCc2c[nH]c3ccccc23)cc1	i
21	COc1ccc(S(=O)(=O)N2CCOCC2)cc1NC(=O)COC(=O)c1ccc(C)s1	i
22	CC(=O)Nc1sc(/C(C#N)=C/c2ccc(Cl)c(Cl)c2)nc1-c1ccc(C)cc1	i
23	CCc1c(C)nc(SCC(=O)N2CCc3ccccc32)[nH]c1=O	i
24	COc1ccc(-n2cnnc2SC(C)c2nc3sc(C)c(C)c3c(=O)[nH]2)cc1 (centres undefined)	i
25	CCOc1ccc(NC(=O)Nc2cc(C(C)C)ccc2C)cc1	i
26	C#CCOCCOCCOCCNc1nc(N2CCN(C(=O)[C@H]([C@@H](C)CC)n3cc(CCCN=C(N)N)nn3)CC2)nc(N2CCN(C(=O)[C@H]([C@@H](C)CC)n3cc(CCCN=C(N)N)nn3)CC2)n1	i
27	CC(C)N(Cc1nc(-c2ccc(Cl)cc2)no1)C(=O)CCCN1C(=O)c2ccccc2C1=O	i
28	CCc1sc(C(=O)Nc2nc(C)cs2)cc1C	i
29	C=CCn1c(N)c(C(=O)OCC(C)C)c2nc3ccccc3nc21	i
30	O=C(c1cc(-c2ccccn2)nc2ccc(Br)cc12)N1CCc2ccccc2C1	i
31	CCCCCc1ccc(OCCOCCn2c[n+](C)c3ccccc32)c(CCCCC)c1	i
32	CCCCN(C(=O)c1ccc(S(=O)(=O)N2CCCCC2)cc1)C1CCS(=O)(=O)C1 (centres undefined)	i
33	Cc1cc(Cl)ccc1NC(=S)Nc1ccccn1	i
34	Cc1cccc2cc(CN(CC3CCCO3)C(=O)c3cnccn3)c(=O)[nH]c12 (centres undefined)	i
35	CCOc1ccc(/C=N/NC(=O)C(=O)N2CCCCCC2)c2ccccc12	i
36	Cc1cccc(CN2CCN(CC(=O)O)C2=O)c1	i
37	Cc1nc(N)nc(N)c1/C=C/C(C)(C)c1ccc(Cl)cc1	i
38	OC(CNCc1ccco1)COc1ccccc1 (centres undefined)	i
39	Cc1nn(-c2ncc(C(F)(F)F)cc2Cl)c(=O)n1-c1ccccc1Cl	i
40	Nc1ccc2c3c(cccc13)C(=O)N(c1ccccc1)C2=O	i

# By substructure: the compounds so far with an aryl methoxy group (5)
no.	SMILES	KCNQ2 block
15	COc1cc(NC(=O)c2ncn[nH]2)cc(OC)c1OC	i
17	COc1cccc(CN2CC(C(=O)N(C)Cc3nc(C)cs3)CCC2=O)c1 (centres undefined)	i
20	COc1ccc(N=C2S/C(=C\c3ccc(OCC(=O)O)cc3)C(=O)N2CCc2c[nH]c3ccccc23)cc1	i
21	COc1ccc(S(=O)(=O)N2CCOCC2)cc1NC(=O)COC(=O)c1ccc(C)s1	i
24	COc1ccc(-n2cnnc2SC(C)c2nc3sc(C)c(C)c3c(=O)[nH]2)cc1 (centres undefined)	i

# (more compounds)
no.	SMILES	KCNQ2 block
41	CN1\C(=C/C=C/C=C/C=[N+](C)C)C(C)(C)c2ccccc21	-9.7*
42	CCOCCCN(C(=O)c1ccco1)C(C(=O)NC1CCCC1)c1cccc(OC)c1OC (centres undefined)	i
43	COc1cc2c(=O)n(Cc3ccccc3)c(=O)n(CC(=O)NCc3ccco3)c2cc1OC	i
44	CCN(CC)Cc1cc2[nH]c3c4ccc(Cl)cc4ncc3c2cc1OC	i
45	O=C(Cn1cccn1)N1CCCC(N2CCN(c3cccc(C(F)(F)F)c3)CC2)C1 (centres undefined)	i
46	O=C(Nc1ccc(NC(=O)C2CCCCC2)nc1)c1cccc(F)c1	i
47	COc1ccc(C(=O)NCCCn2cccn2)cc1OC1CCN(C(C)=O)CC1	i
48	O=C(O)CCCN1C(=O)/C(=C/c2cn(-c3ccccc3)nc2-c2cccs2)SC1=S	i
49	O=C(O)C[C@H](O)C[C@H](O)/C=C/c1c(C2CC2)nc2ccccc2c1-c1ccc(F)cc1	i
50	O=C1c2cccc3c([N+](=O)[O-])ccc(c23)C(=O)N1Cc1cccnc1	i
51	Cn1ccc(C(=O)OCC(=O)Nc2ccccc2Cl)n1	i
52	COc1ccc(-n2c(C)nn(CC3CC3)c2=O)cc1	i
53	Cn1c(=O)c2c(nc(SCc3nn[nH]n3)n2Cc2ccccc2F)n(C)c1=O	i
54	CN1CCN(Cc2nc3c(c(=O)n(C)c(=O)n3C)n2Cc2cccc3ccccc23)CC1	i
55	O=C(O)COc1ccc(/C=N/NC(=O)c2ccc(-c3csc(Nc4ccc(Cl)cc4)n3)cc2)cc1	i
56	O=C(Oc1ccccc1)c1cccc2cccc(C(=O)Oc3ccccc3)c12	-5.8*
57	COc1cc(NCc2ccccc2O)c2ncccc2c1	i
58	COc1cc(C(=O)N(C)c2nnc(-c3cccnc3)s2)cc(OC)c1OC	i
59	Cc1cc(CNC(=O)COc2ccccc2)c2ccccc2n1	i
60	Cc1cc(NS(C)(=O)=O)c(=O)n(Cc2cccc(F)c2)c1	i
61	CCc1ccccc1NC(=O)c1cnccn1	i
62	CC(C)(C)c1ccc(Cn2nnc3c(=O)[nH]c(C4CCN(C(=O)c5ccco5)CC4)nc32)cc1	i
63	COC(=O)COc1ccc(S(=O)(=O)Nc2cc(OC)ccc2OC)cc1	i
64	CCOC(=O)N=Nc1c2ccccc2c2nc3no[nH]c3nc12	i
65	COc1ccc(/C=C\c2nc(=O)c3ccccc3o2)cc1	i
66	CC(=O)NC1CC(C)(C)N(OC(C)=O)C(C)(C)C1	i
67	Cc1ccc(N=Cc2nc(-c3ccc(C)cc3)oc2O)cc1	i
68	Cc1c(Cc2ccccc2)c(=O)oc2c(O)c(O)ccc12	i
69	O=C(O)/C=C/c1cnn(-c2ccccc2)c1	i
70	COc1cc(OC)cc(C(=O)N(Cc2nc(-c3cccc(C)c3)no2)C(C)C)c1	i
71	O=C(CSc1nc(N2CCCCC2)nc(N2CCCCC2)n1)N1CCN(c2ccccc2)CC1	i
72	O=C(CCCN1C(=O)c2ccccc2C1=O)NC1=NCCS1	i
73	Cc1c(C(=O)NCc2cccnc2)sc2ncn(CC(=O)N3CCCCC3C)c(=O)c12 (centres undefined)	i
74	Cc1ccccc1N(C(=O)CCC(=O)Nc1ccccn1)C(C(=O)NC(C)C)c1ccc(O)cc1 (centres undefined)	i
75	CCOc1ccc2[nH]c(=O)c(CN(Cc3ccco3)C(=O)c3ccc(Br)cc3)cc2c1	i
76	COC(=O)c1cc(NC(=O)CSc2ncn[nH]2)ccc1Cl	i
77	COC(C[C@@H]1O[C@@H]1[C@@H](O)[C@H](C)OCc1ccccc1)OC	i
78	Cc1ccc(C(=O)NC2CC3CCCC(C2)N3C(=O)NC2CCCCC2)cc1 (centres undefined)	i
79	Cc1ccc(CNC(=O)C2CCC(=O)N(CCc3cccc(F)c3)C2)s1 (centres undefined)	i
80	C=CCOc1ccccc1CN1CCC(n2nccc2NC(=O)C2CC2)CC1	i
81	CCN(CCCNC(=O)CCNC(=O)Cn1ccc2ccccc2c1=O)c1ccccc1	i
82	COC(=O)c1cc(OC)c(OC)cc1NC(=O)c1cccnc1	i
83	CCN(CC)c1ccc(/C=N/NC(=O)c2cnccn2)cc1	i
84	N#CC(C(=O)OC1CCCCC1)c1nc2ccccc2nc1N1CCCCC1 (centres undefined)	i
85	CSc1ccc(OCC(=O)Nc2ccc(N3CCOCC3)c(Cl)c2)cc1	i
86	Brc1ccc(Cn2c(-c3ccc(Br)o3)nc3ccccc32)o1	i
87	Cc1ccc(C(=O)NCCN2CCN(C(=O)c3ccc(C)c(C)c3)CC2)cc1C	i
88	CN(C)S(=O)(=O)c1cccc(NC(=S)Nc2cccc3cnccc23)c1	i
89	O=C(CN1CCN(Cc2ccc3c(c2)OCO3)CC1)Nc1ccc2c(c1)OCCO2	i
90	Cc1ccc2nc(-c3ccc(NC(=O)CNC4CC4)cc3)sc2c1	i

# Other compounds.
no.	SMILES	KCNQ2 block
91	CCOc1ccc(CN2CCN(c3cc(C)nc4c5c(C)cc(C)nc5nn34)CC2)cc1	i
92	Cc1c(CNCCc2ccc(Cl)cc2)c(C(=O)O)c(C)n1-c1ccccc1	i
93	CCOc1ccc(N(CC(=O)NC2CCCCC2)C(=O)Cn2nnc(-c3ccc(C)o3)n2)cc1	i
94	CCN(CC)c1ccc(-c2nn3c(-c4cccnc4)nnc3s2)cc1	i
95	CCn1cc(/C=C(\NC(=O)c2ccccc2)C(=O)N2CCOCC2)c2ccccc21	i
96	COc1ccccc1N(C(=O)CNS(=O)(=O)c1ccccc1)C(C(=O)NCc1ccco1)C(C)C (centres undefined)	i
97	C=CC(=O)N1C/C=C\C(c2ccc(OC)cc2)N(Cc2ccc(F)cc2)C(=O)C1 (centres undefined)	i
98	O=c1nc2n(c3c1oc1ccccc13)Cc1ccccc1-2	i
99	Cc1ccc(NC(=O)CN2C(=O)N/C(=C\c3cccn3-c3cccc(C(=O)O)c3)C2=O)cc1	i
100	O=c1/c(=C\c2cccnc2)sc2nc3ccccc3n12	i
101	COc1cccc(N(C(=O)Cn2nnc3ccccc32)C(C(=O)NCc2ccco2)c2cccnc2)c1 (centres undefined)	i
102	Cc1ccc(C2=NOC(=O)/C2=C\C=C\c2ccccc2)cc1	i
103	Cc1cccn2c(CNCCc3ccco3)c(C(=O)N3CCOCC3)nc12	i
104	CCN(CC)Cc1c(O)c(Cl)cc2c(C)cc(=O)oc12	i
105	S=C1SCN(Cc2ccccc2)CN1Cc1ccccc1	i
106	COC(C[C@H](O)CC(=O)[C@H](C)OCc1ccccc1)OC	i
107	CCCCSc1nc2sc3c(c2c(=O)n1-c1ccc(OC)cc1)CCN(C)C3	i
108	CCCSc1nc2sc3c(c2c(=O)n1-c1ccc(OC)cc1)CCN(C)C3	i
109	CCOc1nc(C#N)nc(N2CCCCC2)n1	i
110	O=[N+]([O-])c1cc([N+](=O)[O-])c2oc(-c3ccccc3)c(Br)c2c1O	i
111	COC(C[C@@H]1O[C@H]1[C@@H](O)COCc1ccccc1)OC	i
112	O=c1oc(Nc2ccccc2Cl)nc2ccccc12	i
113	O=C(O)c1ccccc1NS(=O)(=O)c1ccc(NNC(=S)Nc2ccc(OC(F)F)cc2)c([N+](=O)[O-])c1	i
114	Cc1ccc(S(=O)(=O)N(CC(=O)NCc2ccccc2)C(=O)N2CCN(C)CC2)cc1	i
115	Cc1ccc(/C=C/C(=O)NCc2ccc(S(N)(=O)=O)cc2)o1	i
116	COc1ccc(N2CCN(C(c3ccccc3OC)c3nnnn3C3CCCC3)CC2)cc1 (centres undefined)	i
117	CC(C)CN1CN(S(=O)(=O)c2cccs2)c2nc3ccccc3nc21	i
118	COc1ccccc1CNc1nc(C)c(C(=O)N(C)C)s1	i
119	c1ccc(-n2ncc3c2ncn2c(C4CCCCC4)nnc32)cc1	i
120	CCn1cc(C(=O)NCc2ccccn2)c(=O)c2cc(S(=O)(=O)N3CCCCC3)ccc21	i
121	O=c1[nH]c(-c2ccccn2)nc2sc(-c3ccccc3)cc12	i
122	CCOc1ccc(NC(=O)CNC(=O)Cc2ccccc2)cc1	i
123	S=C(Nc1ccc(Br)cc1)N1CCn2cccc2C1c1cccnc1 (centres undefined)	i
124	Cc1ccc(OCC(=O)N/N=C/c2ccc3c(c2)OCO3)cc1C	i
125	CCCN1C(=O)/C(=C/c2ccc(OCC(=O)OCC)cc2)NC1=S	i
126	COC(=O)c1nc(NC(=O)c2ccc(C(C)(C)C)cc2)n[nH]1	i
127	Cc1ccc2cc(C#N)c(SCC(=O)Nc3ccc4sc(C)nc4c3)nc2c1	i
128	O=C(CC12CC3CC(C1)CC(CC(=O)NC1=NCCS1)(C3)C2)NC1=NCCS1	i
129	COc1ccc(CCNC(=O)C2CCC(=O)N(CC3CCCCC3)C2)cc1 (centres undefined)	i
130	CC(C)c1ccc(S(=O)(=O)N2CCN(CCC(=O)Nc3ccc(N(C)C)cc3)CC2)cc1	i
131	O=C(O)CCCCn1c(SCc2ccccc2Cl)nc2ccsc2c1=O	i
132	Cc1oc(-c2ccc(F)cc2)nc1CN1CCCC(C(=O)N2CCOCC2)C1 (centres undefined)	i
133	COc1ccccc1NS(=O)(=O)c1ccc2c(c1)OCCO2	i
134	NC(=O)c1cc2ccc(O)cc2oc1=Nc1ccccc1	i
135	Cc1cccn2c(=O)c3cc(C#N)c(=N)n(CCN4CCOCC4)c3nc12	i

# Screening data deposited in PubChem BioAssay by Johns Hopkins Ion Channel Center.
